Screening data: PubChem BioAssay, Broad Institute
PRC2 inh: EZH2/PRC2 methyltransferase inhibitors, primary screen, biochemical, DELFIA time-resolved fluorescence, single point | Histone-lysine N-methyltransferase EZH2 (Homo sapiens), Q15910 | PRC2 H3K27 methylation, DELFIA TRF, 1 h | AID 651548, 2012 | inhibition, % at 12.5 µM | 57,000 tested, 0.35% active;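 active = mean inhibition of replicates at least 50% and every single replicate also reaching 50%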;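 also: dimethyl H3K27 on biotinylated H3 21-44 peptide detected by antibody; plate controls were median neutral control wells for no effect and median positive control wells for full effect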
Target sequence (Q15910 whole entry, looked up): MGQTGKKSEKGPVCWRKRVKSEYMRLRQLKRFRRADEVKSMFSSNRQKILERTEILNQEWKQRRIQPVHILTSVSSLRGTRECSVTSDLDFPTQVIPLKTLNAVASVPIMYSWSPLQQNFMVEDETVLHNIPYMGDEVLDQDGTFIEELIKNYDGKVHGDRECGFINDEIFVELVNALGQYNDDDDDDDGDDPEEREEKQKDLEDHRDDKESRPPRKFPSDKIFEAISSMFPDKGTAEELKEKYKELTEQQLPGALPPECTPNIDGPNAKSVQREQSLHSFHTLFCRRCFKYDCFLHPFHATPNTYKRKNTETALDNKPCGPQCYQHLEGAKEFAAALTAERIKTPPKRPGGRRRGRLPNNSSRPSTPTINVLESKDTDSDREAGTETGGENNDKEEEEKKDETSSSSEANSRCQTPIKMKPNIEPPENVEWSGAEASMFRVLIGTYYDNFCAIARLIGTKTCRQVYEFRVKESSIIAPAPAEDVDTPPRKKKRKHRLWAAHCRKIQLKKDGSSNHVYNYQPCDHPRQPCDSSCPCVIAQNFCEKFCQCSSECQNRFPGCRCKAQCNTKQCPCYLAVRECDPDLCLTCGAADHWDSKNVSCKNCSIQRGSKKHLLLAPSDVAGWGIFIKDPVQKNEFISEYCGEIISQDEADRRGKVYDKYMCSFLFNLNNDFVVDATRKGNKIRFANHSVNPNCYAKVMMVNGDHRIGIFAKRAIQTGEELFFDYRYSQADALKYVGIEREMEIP
IDH1 R132H inh: inhibitors of IDH1 R132H reductase, primary screen, biochemical, plate reader, single point; Isocitrate dehydrogenase [NADP] cytoplasmic (Homo sapiens), O75874; diaphorase/resazurin fluorescence, 60 min; inhibition, % at 10 µM; 70,000 tested, 0.18% active; AID 624101, 2012; in the data active = inhibition above about 34%;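 also: 0% = DMSO and 100% = no enzyme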
An asterisk follows results filed as active; . = not tested or not shown. Not all compounds are listed; count on the stated rates, not on these rows.

Results follow in this order: PRC2 inh	IDH1 R132H inh
> O=C(C[C@@H]1CC[C@H](NC(=O)c2cccc(F)c2)[C@@H](CO)O1)NCc1ccc(Oc2ccccc2)cc1
  -12	0.0
> C[C@@H]1CN([C@H](C)CO)C(=O)Cc2cc(NC(=O)Cn3cnnn3)ccc2O[C@@H]1CN(C)Cc1ccncc1
  1	.
> CCCC#Cc1cnc2c(c1)C(=O)N([C@@H](C)CO)C[C@@H](C)[C@H](CN(C)C(=O)Cc1ccccc1)O2
  .	-1.2
> Cc1ccc(NC(=O)c2ccc(OC(C)C(=O)Nc3ccccc3)cc2)cc1 (stereo unspecified)
  -17	-0.2
> CC(C)CC#Cc1ccc2c(c1)O[C@@H](CN(C)C(=O)c1cnccn1)[C@@H](C)CN([C@H](C)CO)S2(=O)=O
  -4	-1.8
> O=C(C[C@@H]1C[C@H]2c3cc(NS(=O)(=O)c4ccc(F)cc4)ccc3O[C@H]2[C@@H](CO)O1)NC1CCCC1
  -11	-0.3
> COc1cc(NC(=O)C2C3C=CC(C3)C2C(=O)O)ccc1NC(=O)c1ccccc1 (stereo unspecified)
  12	0.3
> O=C(C[C@H]1CC[C@@H](NC(=O)CC2CC2)[C@H](CO)O1)NCc1ccc(Cl)cc1
  -8	-0.3
> C[C@H]1CN([C@@H](C)CO)S(=O)(=O)c2ccc(-c3cccnc3)cc2O[C@@H]1CN(C)Cc1cncnc1
  -16	.
> O=C(O)C1C2C=CC(C2)C1C(=O)Nc1ccc(C(=O)N2CCCCC2)c(Cl)c1 (stereo unspecified)
  -6	0.1
> CN1CCN(C(=O)C[C@@H]2CC[C@@H](NS(=O)(=O)c3cccc(F)c3)[C@@H](CO)O2)CC1
  7	0.0
> C[C@@H]1CN([C@@H](C)CO)C(=O)c2cc(NC(=O)NC3CCCCC3)ccc2O[C@@H](C)CCCCO[C@@H]1CN(C)Cc1ccc(C(F)(F)F)cc1
  .	3.8
> CC(C)c1cn(CC[C@H]2CC[C@@H](NC(=O)C3CCCC3)[C@H](CO)O2)nn1
  0	-0.1
> O=C(CSc1nnc(-c2cccc(F)c2)n1-c1ccccc1)Nc1ccc(F)cc1
  4	0.4
> C[C@H]1CN([C@@H](C)CO)C(=O)Cc2cc(NC(=O)CCCCCC(=O)Nc3ccccc3N)ccc2O[C@H]1CN(C)S(=O)(=O)c1ccc(Cl)cc1
  -1	.

Nothing new here: entries from further up.
Results follow in this order: PRC2 inh	IDH1 R132H inh
> C[C@@H]1CN([C@@H](C)CO)C(=O)c2cc(NC(=O)NC3CCCCC3)ccc2O[C@@H](C)CCCCO[C@@H]1CN(C)Cc1ccc(C(F)(F)F)cc1
  .	3.8
> CC(C)c1cn(CC[C@H]2CC[C@@H](NC(=O)C3CCCC3)[C@H](CO)O2)nn1
  0	-0.1
> O=C(CSc1nnc(-c2cccc(F)c2)n1-c1ccccc1)Nc1ccc(F)cc1
  4	0.4
> C[C@H]1CN([C@@H](C)CO)C(=O)Cc2cc(NC(=O)CCCCCC(=O)Nc3ccccc3N)ccc2O[C@H]1CN(C)S(=O)(=O)c1ccc(Cl)cc1
  -1	.

Some values from the results shown.
COc1cc(NC(=O)C2C3C=CC(C3)C2C(=O)O)ccc1NC(=O)c1ccccc1 (stereo unspecified) in PRC2 inh reads 12
C[C@@H]1CN([C@@H](C)CO)C(=O)c2cc(NC(=O)NC3CCCCC3)ccc2O[C@@H](C)CCCCO[C@@H]1CN(C)Cc1ccc(C(F)(F)F)cc1 in IDH1 R132H inh reads 3.8

Next compounds follow:
Results follow in this order: PRC2 inh	IDH1 R132H inh
> CO[C@H]1CN(C)C(=O)c2ccc(NS(=O)(=O)c3ccc(F)cc3)cc2OC[C@H](C)NC[C@H]1C
  3	-0.1
> COc1ccc(NC(=O)N(C)C[C@H]2Oc3c(NS(=O)(=O)c4ccc(OC)cc4)cccc3C(=O)N([C@@H](C)CO)C[C@H]2C)cc1
  .	-8.6
> O=C(Cc1ccncc1)Nc1ccc2c(c1)[C@H]1C[C@H](CC(=O)N3CCc4ccccc4C3)O[C@@H](CO)[C@H]1O2
  -6	0.0
> C[C@@H]1CN([C@H](C)CO)C(=O)Cc2cc(NC(=O)Nc3ccc(C(F)(F)F)cc3)ccc2O[C@H]1CN(C)C(=O)Nc1ccc(F)cc1
  .	2.1
> C[C@H](NC(=O)C[C@@H]1C=C[C@H](NC(=O)c2cccnc2)[C@@H](CO)O1)c1ccccc1
  7	-0.1
> C[C@@H]1CCCCO[C@H](CN(C)C(=O)Nc2ccc(C(F)(F)F)cc2)[C@@H](C)CN([C@H](C)CO)C(=O)c2cc(NC(=O)Nc3cccc4ccccc34)ccc2O1
  .	5.1
> CCCNC(=O)Nc1ccc2c(c1)C(=O)N(C)C[C@@H](OC)[C@H](C)CN(C)[C@@H](C)CO2
  0	-0.2
> C[C@@H]1CN([C@H](C)CO)C(=O)Cc2cc(NC(=O)Cn3cnnn3)ccc2O[C@@H]1CN(C)C(=O)NC1CCCCC1
  .	2.2
> C=CC1=C(C(=O)O)N2C(=O)[C@@H](NC(=O)/C(=N\OCC(=O)O)c3csc(N)n3)[C@H]2SC1
  9	0.6
> C[C@@H]1CN([C@@H](C)CO)S(=O)(=O)c2ccc(Br)cc2O[C@@H]1CN(C)Cc1ccc2c(c1)OCO2
  19	.
> COc1cccc(-c2cnc3c(c2)C(=O)N([C@H](C)CO)C[C@H](C)[C@H](CN(C)CC2CCOCC2)O3)c1
  .	0.3
> COc1ccc(C(=O)CSc2nnc(-c3ccccc3Cl)n2-c2ccccc2)cc1
  12	0.8
> CC(C)NC(=O)Nc1ccc2c(c1)C(=O)N([C@@H](C)CO)C[C@H](C)[C@H](CN(C)C(=O)C1CCCCC1)OCCCC[C@@H](C)O2
  7	-1.2
> CO[C@@H]1CN(C)C(=O)c2cc(NS(=O)(=O)CC(F)(F)F)ccc2OC[C@H](C)N(CC2CCCCC2)C[C@H]1C
  11	-0.2
> C[C@@H]1CN([C@H](C)CO)C(=O)c2cc(N(C)C)ccc2O[C@@H]1CN(C)C(=O)Nc1cccc2ccccc12
  9	-2.1
> Cc1ccc(SCC(=O)Nc2ccccc2C(=O)N2CCOCC2)cc1
  -20	-0.4
> O=C(/C=C/c1ccc(O)c(O)c1)c1ccc(O)cc1O
  -1	7.7
> O=C(C[C@H]1C=C[C@@H](NC(=O)NC2CCCCC2)[C@@H](CO)O1)NCc1ccc(Cl)cc1
  8	0.0
> C[C@H]1CN([C@@H](C)CO)C(=O)c2cc(NC(=O)CCCN(C)C)ccc2O[C@H]1CN(C)Cc1ccc(C(F)(F)F)cc1
  1	.
> O=C(C[C@@H]1C[C@@H]2c3cc(NC(=O)C4CCOCC4)ccc3O[C@@H]2[C@@H](CO)O1)NCC1CC1
  11	1.4
> C[C@H]1CN([C@@H](C)CO)C(=O)c2cc(NC(=O)Cn3cnnn3)ccc2O[C@@H]1CN(C)C(=O)Nc1ccc(C(F)(F)F)cc1
  .	0.5
> COC(=O)CCCCCCC(=O)N/N=C/c1cc(Br)cs1
  9	-0.5
> C[C@H]1CN([C@@H](C)CO)C(=O)c2cccc(NC(=O)Nc3ccccc3)c2O[C@H]1CN(C)C(=O)Nc1ccc(F)cc1
  4	4.2
> C[C@H]1CCCCO[C@H](CN(C)Cc2ccc(C(F)(F)F)cc2)[C@@H](C)CN([C@@H](C)CO)C(=O)c2cc(NC(=O)C3CCCCC3)ccc2O1
  .	-1.4
> C[C@@H]1CN([C@H](C)CO)C(=O)c2cc(C3=CCCC3)cnc2O[C@H]1CN(C)Cc1ccccc1F
  4	-1.8
> O=C(CC1CC1)Nc1ccc2c(c1)[C@H]1C[C@@H](CC(=O)N3CCCCC3)O[C@@H](CO)[C@H]1O2
  -12	0.0
> CC(C)NC(=O)N[C@@H]1C=C[C@@H](CC(=O)NC2Cc3ccccc3C2)O[C@H]1CO
  13	0.3
> Cn1c(=O)c2c(ncn2CC(O)CNc2ccc(Cl)cc2)n(C)c1=O (stereo unspecified)
  -2	0.1
> Cc1ccc(S(=O)(=O)Nc2ccc3c(c2)C(=O)N([C@H](C)CO)C[C@@H](C)[C@H](CN(C)C(=O)Nc2ccc4c(c2)OCO4)OCCCC[C@@H](C)O3)cc1
  .	-0.2
> CS(=O)(=O)N(CC(=O)Nc1cc(C(F)(F)F)ccc1Cl)c1ccccc1Br
  -3	-0.5
> CNC(=O)c1cc(Oc2ccc(NC(=O)Nc3ccc(Cl)c(C(F)(F)F)c3)cc2)ccn1
  57*	.
> C[C@H]1CN([C@@H](C)CO)C(=O)c2cc(C3=CCCCC3)cnc2O[C@@H]1CN(C)C(=O)CN1CCOCC1
  5	0.8
> CCCN(C)C[C@@H]1OCCCC[C@@H](C)Oc2ccc(N(C)C)cc2C(=O)N([C@@H](C)CO)C[C@@H]1C
  -6	-0.6
> COc1ccc(-c2cnc3c(c2)C(=O)N([C@H](C)CO)C[C@@H](C)[C@H](CN(C)C(=O)C2CC2)O3)cc1
  -10	.
> Cc1noc(C)c1NC(=O)N(C)C[C@@H]1Oc2ccc(NC(=O)Cc3ccccc3)cc2CC(=O)N([C@@H](C)CO)C[C@@H]1C
  4	0.2
> C[C@H]1CN([C@@H](C)CO)C(=O)c2cccc(NS(=O)(=O)c3ccc(F)cc3)c2O[C@@H]1CN(C)C(=O)NC1CCCCC1
  -1	1.6
> CC(C)CC#Cc1cnc2c(c1)C(=O)N([C@H](C)CO)C[C@H](C)[C@@H](CN(C)C(=O)CCN1CCCCC1)O2
  -6	-2.0
> COc1cc(O)cc(OC)c1/C=N/NC(=O)CCCCCCC(=O)NO
  0	0.2
> CN(C)C(=O)C[C@@H]1CC[C@H](NC(=O)C2CCOCC2)[C@H](CO)O1
  1	-0.2
> C[C@@H]1CN([C@H](C)CO)C(=O)c2cc(C#C[C@@H](C)O)cnc2O[C@@H]1CN(C)C(=O)c1ccncc1
  -6	.
> CCCN(C)C[C@H]1Oc2cc(-c3ccncc3)ccc2S(=O)(=O)N([C@@H](C)CO)C[C@H]1C
  -4	0.4
> C[C@H]1CN([C@@H](C)CO)C(=O)c2cc(-c3cncnc3)cnc2O[C@H]1CN(C)Cc1ccncc1
  -10	0.2
> C[C@H]1CN([C@@H](C)CO)C(=O)CCCn2nncc2CO[C@H]1CN(C)C(=O)Nc1ccccc1F
  .	-0.5
> C[C@H](CO)N1C[C@H](C)[C@@H](CN(C)Cc2ccccc2F)Oc2cc(C3=CCCC3)ccc2S1(=O)=O
  10	0.9
> O=C(C[C@@H]1C[C@@H]2c3cc(NC(=O)c4cccnc4)ccc3O[C@@H]2[C@@H](CO)O1)NCC1CC1
  -7	0.7

The final two records of the section above open the next one.
Results follow in this order: PRC2 inh	IDH1 R132H inh
> C[C@H](CO)N1C[C@H](C)[C@@H](CN(C)Cc2ccccc2F)Oc2cc(C3=CCCC3)ccc2S1(=O)=O
  10	0.9
> O=C(C[C@@H]1C[C@@H]2c3cc(NC(=O)c4cccnc4)ccc3O[C@@H]2[C@@H](CO)O1)NCC1CC1
  -7	0.7
> C[C@@H]1CCCCO[C@H](CN(C)Cc2ccccc2)[C@H](C)CN([C@@H](C)CO)C(=O)c2cc(NC(=O)CCC(F)(F)F)ccc2O1
  -10	2.0
> CC(C)C#Cc1cnc2c(c1)C(=O)N([C@H](C)CO)C[C@H](C)[C@@H](CN(C)C(=O)CN1CCOCC1)O2
  -2	.
> CCOC(=O)c1c(NC(=O)Cn2c(=O)oc3ccccc32)sc(C(C)=O)c1C
  -8	-0.3
> CN(C)CC(=O)Nc1ccc2c(c1)[C@H]1C[C@@H](CC(=O)N3CCc4ccccc4C3)O[C@@H](CO)[C@H]1O2
  -1	0.0
> C[C@@H]1CN([C@@H](C)CO)C(=O)c2cc(NC(=O)Nc3ccc4c(c3)OCO4)ccc2O[C@H]1CN(C)S(=O)(=O)c1cccs1
  .	0.3
> C[C@H](CO)N1C[C@H](C)[C@H](CN(C)Cc2ccc(C(=O)Nc3ccccc3N)cc2)Oc2c(NC(=O)Nc3ccc(F)cc3)cccc2C1=O
  -27	0.6
> C[C@@H]1CN([C@@H](C)CO)C(=O)c2cccc(NC(=O)c3nc4ccccc4s3)c2O[C@@H]1CN(C)C(=O)Nc1ccccc1
  .	0.1
> O=C(N[C@@H]1C=C[C@@H](CC(=O)N2CCN(c3ccccc3)CC2)O[C@H]1CO)c1ccccc1
  -8	0.0
> C[C@H]1CN([C@@H](C)CO)C(=O)c2cc(NC(=O)Nc3ccc(C(F)(F)F)cc3)ccc2O[C@H]1CN(C)S(=O)(=O)c1ccc(Cl)cc1
  .	-2.1
> COc1ccccc1-c1cnc2c(c1)C(=O)N([C@@H](C)CO)C[C@H](C)[C@H](CN(C)Cc1ccc(F)cc1)O2
  7	-0.2
> Cc1ccc(S(=O)(=O)NCC(=O)Nc2ccc(C(F)(F)F)cc2)cc1
  4	0.2
> O=C(NCCCN1CCCCCC1)C(c1ccccc1)C1CCCCC1 (stereo unspecified)
  .	-0.6
> C[C@@H]1CN([C@@H](C)CO)C(=O)Cc2cc(N(C)C)ccc2O[C@@H]1CN(C)Cc1ccc(-c2ccccc2)cc1
  22	.
> Cc1ccc2c(C)nc(Nc3nc(CSc4nnc(C)s4)cc(=O)[nH]3)nc2c1
  -17	-0.3
> C[C@H](O)C#Cc1cnc2c(c1)C(=O)N([C@@H](C)CO)C[C@H](C)[C@H](CN(C)Cc1ccc(-c3ccccc3)cc1)O2
  -16	.
> CN(C)C(=O)C[C@H]1C=C[C@H](NC(=O)NC2CCCCC2)[C@@H](CO)O1
  1	0.3
